High-throughput results as filed in PubChem BioAssay.
RECQ1 helicase – blocks DNA unwinding by human RECQ1; Potency, µM (highest dose often 57.3 µM), inactives show at the top dose activity, negative = inhibition, usual class: inhibitors; P46063; RECQ1 DNA unwinding, red fluorescence kinetic read; AID 2549; 240,000 compounds, 0.54% hits;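 further: plate controls were vehicle for no effect and no enzyme for full effect; nearly all actives have a fitted effect of over 30% in size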
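RECQ1T1 50 nM; forked duplex (20 bp + 30-nt ss tails) 200 nM, ATP 2 mM final; pH 8.0, 2 mM MgCl2, 2.5 ug/ml poly(dI-dC); 15 min compound preincubation; discontinuous kinetic read over 2 h at RT.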
Tau fibril ThT – blocks human tau fibril formation measured by thioflavin T; P10636; AID 1460; Potency, µM (top dose mostly 57.4 µM), without a hit: at the highest dose activity, negative = inhibition, actives largely listed as inhibitors; 270,000 compounds, 2.1% hits; recombinant tau K18 P301L, heparin-induced fibrillization, ThT fluorescence; further: on the % scale 0 is the no-effect control and ±100 the full control effect; nearly all actives have a fitted effect of over 55% in size
Target sequence (P10636 561-689 P618L limits assumed): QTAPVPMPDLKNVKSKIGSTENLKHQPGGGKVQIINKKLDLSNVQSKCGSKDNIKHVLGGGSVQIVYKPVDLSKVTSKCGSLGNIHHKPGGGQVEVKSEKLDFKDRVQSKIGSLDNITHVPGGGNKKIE
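Fibril formation assay: tau K18 P301L at 15 uM with trace Alexa 594 label, heparin inducer 20 uM, pH 7 sodium acetate buffer, 37 C for 6 hr; endpoint ThT signal.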
Lamin A splicing – modulators of lamin A splicing; 200,000 compounds, 0.01% hits; Potency, µM (series often up to 46.1 µM), without a hit: at the highest dose ratio change, negative = inhibition, hits mostly inhibitors; HeLa LMNA splicing GFP/RFP minigene ratio, 48 h; AID 1487; active means well fitted inhibition curve with a large enough effect in the signal ratio, with a control signal flat, not every such curve was filed as active; inconclusive means small, poorly fitted or top-dose-only effect, or effect the other way, or a change in a side signal; the % refers to the signal ratio; further: on the % scale 0 is the no-effect control and ±100 the full control effect
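S3 HeLa stable clones carrying a lamin A-EGFP splicing minigene plus DsRed2 were seeded at 600 cells/well in Opti-MEM with 2% FBS, pin-dosed and incubated 48 h at 37°C. Acumen cytometry (488 nm) gave the GFP/RFP total-intensity ratio.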
KinaseGlo FLuc – counter-screen: inhibitors of Kinase-Glo firefly luciferase; AID 1379; 200,000 compounds, 0.28% hits; Kinase-Glo luciferase, ATP luminescence, 8 min; Q27757; Potency, µM (top dose mostly 38.3 µM), without a hit: at the highest dose activity change, negative = inhibition, actives largely listed as inhibitors; further: on the % scale 0 is the no-effect control and ±100 the full control effect; nearly all actives have a fitted effect of over 60% in size
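Substrate mix (final 50 mM imidazole pH 7.2, 50 mM KCl, 7 mM MgCl2, 10 uM ATP, 0.01% Tween 20, 0.05% BSA) plus pin-tool compound, then Kinase-Glo detection mix; 8 min ambient, luminescence read.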
L3MBTL1 inh – L3MBTL1 (human) inhibition. Q9Y468. AlphaScreen L3MBTL1–H3K9me1 peptide binding. Potency, µM (top dose mostly 57.1 µM), without a hit: at the highest dose activity, negative = inhibition, actives largely listed as inhibitors. 230,000 compounds, 0.66% hits. AID 485360; further: on the % scale 0 is the no-effect control and ±100 the full control effect; nearly all actives have a fitted effect of over 60% in size
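AlphaScreen assay: L3MBTL1 (50 nM final) was preincubated 30 min at room temperature with biotinylated H3(1-15)K9me1 peptide (75 nM final), then 30 min with library compounds; streptavidin donor and nickel chelate acceptor beads (10 ug/mL final) added, 30 min dark.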
KDM4E inh – JMJD2E (human) inhibition; B2RXH2; JMJD2E catalytic domain, FDH-coupled NADH fluorescence (FDH is formaldehyde dehydrogenase); Potency, µM (titrated, usually from 57.1 µM), for the others: at the highest dose activity change, negative = inhibition, actives largely listed as inhibitors; 230,000 compounds, 1.6% hits; AID 2147; active means well fitted inhibition curve with a large enough effect, not every such curve was filed as active; inconclusive means small, poorly fitted or top-dose-only effect, or another doubt; inactive means no such curve, though single readings can be large or run the other way;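 further: 0% = wells with enzyme and -100% = buffer wells without enzyme; nearly all actives have a fitted effect of over 50% in size; many of its hits are not listed in these tables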
Target sequence (B2RXH2 1-337 limits assumed): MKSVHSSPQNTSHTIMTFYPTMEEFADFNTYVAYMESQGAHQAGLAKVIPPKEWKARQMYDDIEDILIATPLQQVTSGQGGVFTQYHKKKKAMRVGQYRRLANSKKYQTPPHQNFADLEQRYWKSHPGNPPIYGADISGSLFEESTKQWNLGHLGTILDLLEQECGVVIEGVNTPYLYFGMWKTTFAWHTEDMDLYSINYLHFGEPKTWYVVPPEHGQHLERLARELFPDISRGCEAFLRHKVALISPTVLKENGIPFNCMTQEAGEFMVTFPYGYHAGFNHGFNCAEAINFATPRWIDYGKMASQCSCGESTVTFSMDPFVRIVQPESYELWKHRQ
SMN2 splice enh – enhancers of SMN2 splice variant expression. HEK293 SMN2-luciferase splicing reporter, luminescence, 30-36 h. 210,000 compounds, 2.8% hits. Potency, µM (top dose mostly 46.1 µM), for inactives: at the top dose activity change, positive = activation, most hits filed as activators. AID 1458; further: % of control where 0% means no effect; nearly all actives have a fitted effect of over 55% in size
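HEK293 cells carry an SMN2 […]–luciferase reporter in which exon 7 inclusion puts luciferase in frame. Cells were plated 10-12 h before compound addition, then incubated 30-36 h at 37C. ONE-Glo luminescence was read; sodium butyrate at 4.5 mM final served as control.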
ALDH1A1 inh – ALDH1A1 (human) enzyme inhibition. AID 1030. Potency, µM (series often up to 75.3 µM), inactives show at the top dose activity, negative = inhibition, actives largely listed as inhibitors. 220,000 compounds, 7.3% hits. Purified ALDH1A1, NADH fluorescence, propionaldehyde substrate; active means well fitted inhibition curve with a large enough effect, not every such curve was filed as active; inconclusive means small, poorly fitted or top-dose-only effect, or another doubt; inactive means no such curve, though single readings can be large or run the other way;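 further: plate controls were no enzyme wells and a reference inhibitor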
Target sequence (P00352 whole entry, looked up): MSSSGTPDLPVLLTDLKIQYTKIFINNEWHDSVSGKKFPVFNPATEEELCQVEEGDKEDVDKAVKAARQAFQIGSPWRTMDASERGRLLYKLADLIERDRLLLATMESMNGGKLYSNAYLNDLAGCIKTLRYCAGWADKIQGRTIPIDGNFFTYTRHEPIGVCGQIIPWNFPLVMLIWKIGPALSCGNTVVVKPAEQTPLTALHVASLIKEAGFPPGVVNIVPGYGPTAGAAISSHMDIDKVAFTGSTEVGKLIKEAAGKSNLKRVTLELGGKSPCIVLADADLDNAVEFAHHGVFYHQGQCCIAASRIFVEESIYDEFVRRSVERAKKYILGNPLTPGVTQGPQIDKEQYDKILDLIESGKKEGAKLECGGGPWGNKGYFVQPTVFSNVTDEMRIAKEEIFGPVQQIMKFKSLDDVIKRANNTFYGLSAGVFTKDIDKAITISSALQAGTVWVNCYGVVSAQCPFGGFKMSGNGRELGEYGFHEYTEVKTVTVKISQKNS
The depositor's hits bear a star; i = inactive; ? = inconclusive; . = no result given; & = joins results of further samples; [ ] = another dose, or the depositor's remark. Unless noted, the call rests on the fitted dose curve; in most records, active means well fitted curve in the direction sought with a large enough effect; inconclusive means small, poorly fitted or top-dose-only effect, or another doubt; inactive means no such curve, though single readings can be large; an effect the other way counts as inactive or inconclusive. Potency means the concentration at half of the fitted maximal effect. The list is partial (hit frequency here may not be typical).

SMILES	SMN2 splice enh	Lamin A splicing	KDM4E inh	ALDH1A1 inh	L3MBTL1 inh	Tau fibril ThT	KinaseGlo FLuc	RECQ1 helicase
Fc1ccc(-c2cc(C(F)(F)F)nc(-n3cc(Cl)cn3)n2)cc1	-48.1%[inhibitor]	.	?	-2.2%	.	-4.8%	9.7%	-0.6%
COc1cccc(C2C(C(=O)c3cc4cccc(OC)c4o3)=C(O)C(=O)N2c2cc(C)on2)c1OC (stereo not given)	6.8%	16.8%	-1.8%	?	-10.9%	?	-1.3%	-2.1%
C=CCN1C(=NC(=O)CCC)SC2CS(=O)(=O)CC21 (stereo not given)	-0.1%	8.6%	-9.8%	15.7%	1.9%	2.7%	-0.8%	-3.1%
NC(=S)Nc1c(Cl)cccc1Cl	.	.	-1.3%	.	-1.1%	-12.8%	.	8.0%
O=C(NC1CCCC1)c1c[nH]c2ccc(F)cc2c1=O	4.8%	-5.7%	-4.5%	?	.	-8.6%	-0.3%	-0.4%
Cc1ccc(C)c(S(=O)(=O)NCc2ccc(C(=O)NCc3ccco3)cc2)c1	-15.9%	-14.0%	-16.9%	?	-0.9%	-18.0%	3.8%	-26.5%
CCOC(=O)c1cnc2cc(C)ccn2c1=O	-3.5%	0.1%	?	?	1.1%	-15.8%	-2.0%	-0.2%
Cc1cccc(N(C)C(=O)c2coc(=O)c3ccccc23)c1	6.8%	-15.5%	3.5%	15.8%	5.6%	1.6%	-1.0%	-1.2%
CC(C)OCCCNS(=O)(=O)c1ccc2c(c1)OCCO2	6.6%	3.0%	0.9%	?	4.4%	4.5%	0.9%	i
CN=Cc1c(NC)nc2c(C)cccn2c1=O	-12.2%	-1.8%	?	?	-1.4%	-13.8%	-3.7%	i
Cc1ccc(S(=O)(=O)C2(C(=O)Nc3ccc(C(C)C)cc3)CC2)cc1	-0.7%&3.6%	-11.0%[46 µM]	-0.1%	-2.7%	.	-15.6%&-17.5%	0.8%	-0.5%
Cc1cccc(N)c1SC1CCCCC1O (stereo not given)	0.2%	-7.9%	4.0%	9.2%	0.7%	-4.5%	0.9%	-3.7%
CC1CC(C)(C)NC(=S)N1CCCC(=O)N1CCN(c2ccc(F)cc2)CC1 (stereo not given)	-3.0%[1.84 µM]	-10.8%	6.8%	-8.8%	4.4%	-11.0%	-4.7%	-0.5%
CS(=O)(=O)Nc1cccc(C2=NN(S(=O)(=O)c3ccccc3)C(c3ccco3)C2)c1 (stereo not given)	8.7%	.	-7.5%	?	.	-14.1%	-0.3%	-2.3%
CNC(=O)NNC(=O)c1nc(-c2ccccc2)c(C)o1	.	.	?	.	-3.8%	2.4%	.	-0.4%
N#Cc1c(N)nc2c3c(sc(=N)c2c1N)NC(=O)CC3c1c(F)cccc1Cl (stereo not given)	4.9%	4.4%	?	?	-8.2%	?	-3.1%	i
Cc1[nH]c2ccccc2c1/C=C/C(=O)c1ccncc1	.	.	-2.7%	.	36.8%[activator]	?	.	-3.2%
COc1ccc2nc(NC(=O)C3COc4ccccc4O3)sc2c1 (stereo not given)	12.6µM*	-3.2%	-28.8%	-5.9%	1.8%	?	1.3%	-17.7%
Cc1cccc(-c2nnc(SCC(=O)Nc3ncccn3)n2C)c1	1.2%	-10.0%[46 µM]	4.6%	-5.8%	-2.6%	-7.2%	4.2%	-14.1%
O=S(=O)(c1ccccc1)N1CCC2(CCN(Cc3nccs3)CC2)CC1	-13.2%	.	.	8.0%	.	.	-1.9%	-6.3%
Cc1ccc2[nH]c(C)cc(=O)c2c1	.	.	.	?	.	-7.8%[126 µM]	-3.0%[39.9 µM]	-13.9%[126 µM]
COCCn1c(C)cc(C(=O)COC(=O)C23CC4CC(CC(O)(C4)C2)C3)c1C	?	13.2%	4.1%	4.4%	-0.3%	-5.7%	9.6%	-5.8%
COC(=O)C1CCN(C(=O)COC(=O)CC(NC(N)=O)c2ccc(Cl)cc2)CC1 (stereo not given)	-17.8%	8.1%	-4.1%	2.3%	2.3%	-9.6%	13.3%	31.7%[activator]
COc1ccc(CCNC(=O)/C(=C/c2cccnc2)NC(=O)c2ccccc2)cc1OC	17.8%	.	0.7%	-5.2%	.	-15.4%	3.5%	-3.4%

Pulled by compound from above (3):
SMILES	SMN2 splice enh	Lamin A splicing	KDM4E inh	ALDH1A1 inh	L3MBTL1 inh	Tau fibril ThT	KinaseGlo FLuc	RECQ1 helicase
O=S(=O)(c1ccccc1)N1CCC2(CCN(Cc3nccs3)CC2)CC1	-13.2%	.	.	8.0%	.	.	-1.9%	-6.3%
COc1ccc2nc(NC(=O)C3COc4ccccc4O3)sc2c1 (stereo not given)	12.6µM*	-3.2%	-28.8%	-5.9%	1.8%	?	1.3%	-17.7%
Cc1cccc(-c2nnc(SCC(=O)Nc3ncccn3)n2C)c1	1.2%	-10.0%[46 µM]	4.6%	-5.8%	-2.6%	-7.2%	4.2%	-14.1%

(listing goes on)
SMILES	SMN2 splice enh	Lamin A splicing	KDM4E inh	ALDH1A1 inh	L3MBTL1 inh	Tau fibril ThT	KinaseGlo FLuc	RECQ1 helicase
CCC(=O)Oc1ccc(C(=O)Nc2cccc(C(=O)NC(C)(C)C)c2)cc1	17.2%	-3.9%[46 µM]	-12.6%	-1.9%	0.3%	-16.4%	-5.1%	-7.0%
CC1(C)CC(NC(=O)c2ccccn2)CC(C)(C)N1O	-4.0%	-2.6%[46 µM]	?	1.2%	7.1%	7.2%	3.5%	i
N#Cc1c(-c2ccccc2)nc(SCC(=O)N(c2ccccc2)c2ccccc2)[nH]c1=O	-6.0%	-11.7%	-3.2%	12.6µM*	-11.8%	?	0.1%	-8.0%
COc1ccc(CCC(C(O)C(F)(F)F)S(=O)c2ccccc2)cc1 (stereo not given)	5.6%	6.2%	?	-10.6%	1.5%	-3.6%	-1.1%	-3.7%
Cc1cc(C)c(C)c(OCCCOc2cccc3cccnc23)c1	-50.6%[inhibitor]	?	12.8%	?	8.9%	?	-1.3%	9.6%
COc1cc2[nH]c(=O)n(CCCCCC(=O)NCCc3c[nH]c4ccccc34)c(=O)c2cc1OC	-6.6%	-7.6%	-4.2%	-1.5%	.	?	0.2%	-9.7%
Nc1ccccc1-c1n[nH]c(=S)s1	?	-24.3%[46 µM]	?	?	-1.7%	-16.4%	6.1%	i
Cc1ccc(C2C(/C=C3/SC(=S)NC3=O)=C(c3cccs3)Oc3ccccc32)cc1 (stereo not given)	1.8%	0.5%	-8.1%	-2.4%	.	12.6µM*	-4.7%	?
COc1ccc(C(=O)N/N=C/c2ccc(OC(=O)c3cccs3)cc2)cc1	18.8%	-5.0%	-2.8%	3.6%	-6.4%	?	1.4%	-12.0%
CC1CCCC/C1=N\NS(=O)(=O)c1ccc(Br)cc1 (stereo not given)	-20.9%	-1.7%	-0.3%	4.47µM*	.	-9.7%	-0.3%	-7.5%
Cc1ccc(C(=O)/C=C\C(=O)c2ccc(C)cc2)cc1	24.5%	-0.9%	0.2%	7.08µM*	5.8%	-10.2%	-0.9%	-16.2%
O=C(OCC(=O)c1c[nH]c2ccccc12)c1cc(Br)ccc1O	2.7%	?	?	-8.8%	.	?	-1.8%	-0.4%
O=S(=O)(c1ccc(NC(=S)N/N=C/c2ccc(Oc3ccccc3)cc2)cc1)N1CCOCC1	3.1%	.	-5.2%	?	-3.2%	4.2%	-2.2%	i
CCn1nc(-c2ccccc2)c2nc3ccccc3nc21	-4.0%	7.4%	?	-11.5%	44.7%[activator]	10.4%	-5.9%	-5.2%
O=C(Nc1ccc(F)cc1)Nc1nnc(-c2ccncc2)s1	-59.7%[inhibitor]	5.1%	-22.8%	15.0%	1.5%	-14.6%	-1.3%	-13.5%
CCOC(=O)N1CCC(N2Cc3cccc(C(=O)NCc4ccccn4)c3C2=O)CC1	11.7%	1.3%	4.4%	-8.1%	-2.1%	-6.2%	4.1%	-0.6%
CCN(CC(=O)NCc1ccc(F)cc1)C(=O)C1CCN(C(=O)Nc2ccccc2)CC1	-2.9%	3.0%	4.2%	-1.9%	.	-8.2%	-1.4%	i
O=C(c1ccc(Cl)cc1)N1CCN(c2ccnc3cc(Cl)ccc23)CC1	-39.1%[inhibitor]	.	6.0%	-6.5%	4.5%	?	-3.2%	i
Cc1ccc(C(=O)NC(=S)Nc2ccccc2C(F)(F)F)cc1	.	?	2.5%	12.6µM*	-4.0%	-10.1%	.	-8.1%
COC(=O)C1=CN(C)C=C(C(=O)OC)C1c1ccsc1	.	3.5%	?	?	.	2.9%	2.0%	-0.2%
N#CC(c1ccc(Cl)cc1)(c1ncc(C(F)(F)F)cc1Cl)N1CCOCC1 (stereo not given)	25.4%	0.3%	0.4%	-2.3%	-3.2%	-16.9%	-4.6%	-4.3%
COc1ccc(-n2nnnc2-c2cccnc2)cc1	7.6%	5.3%	6.9%	7.6%	.	-3.3%	-2.8%	-11.7%
COCCNC(=O)CN(C(=O)CCC(=O)Nc1ccccn1)c1ccccc1F	-1.1%	.	2.6%	17.4%	-10.2%	-2.3%	2.9%	-3.4%
O=C(Nc1nc(-c2ccc(S(=O)(=O)N3CCCC3)cc2)cs1)c1cccs1	.	?	?	?	32.2%[activator][11.4 µM]	2.6%	-0.5%	-1.3%
